# Screening data (PubChem)
# CHOP inhibitor: inhibitors of CHOP promoter induction, primary screen, cell-based, unfolded protein response, luciferase reporter | 220,000 tested, 3.8% active | CHO-K1 CHOP-promoter luciferase, tunicamycin-induced, 15-18 h | inhibition, % at 10 µM;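 active = compounds that reduced the stress-induced luciferase reporter signal by more than about 70% of percent inhibition, limit read from the data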;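 also: 0% = tunicamycin plus vehicle and 100% = wells without tunicamycin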
# NPY1 pot ag: NPY-Y1 receptor potentiators or agonists, primary screen, cell-based; NPY-Y1 expressing cells, potentiator/agonist activation; activation, % at 3.6 µM; 220,000 tested, 0.37% active; AID 1304, 2008; in the data active = activation above about 33%, passing the limit was not always enough;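 also: cells stimulated with NPY at EC10 then isoproterenol at EC100; 0% = low agonist plus stimulus and 100% = saturating agonist plus stimulus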
# NPY2 pot ag: NPY-Y2 potentiators or agonists, primary screen, cell-based. Neuropeptide Y receptor type 2 (Homo sapiens), P49146. cells expressing NPY-Y2, potentiator/agonist read-out. activation, % at 3.6 µM. 220,000 tested, 0.45% active. AID 1359, 2008; in the data active = activation above about 27%;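 also: cells stimulated with NPY near EC25 plus isoproterenol at EC100; 0% = vehicle plus submaximal agonist and 100% = vehicle plus saturating agonist; some results beyond the cut were filed as inactive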
# Target sequence (P49146 whole entry, looked up): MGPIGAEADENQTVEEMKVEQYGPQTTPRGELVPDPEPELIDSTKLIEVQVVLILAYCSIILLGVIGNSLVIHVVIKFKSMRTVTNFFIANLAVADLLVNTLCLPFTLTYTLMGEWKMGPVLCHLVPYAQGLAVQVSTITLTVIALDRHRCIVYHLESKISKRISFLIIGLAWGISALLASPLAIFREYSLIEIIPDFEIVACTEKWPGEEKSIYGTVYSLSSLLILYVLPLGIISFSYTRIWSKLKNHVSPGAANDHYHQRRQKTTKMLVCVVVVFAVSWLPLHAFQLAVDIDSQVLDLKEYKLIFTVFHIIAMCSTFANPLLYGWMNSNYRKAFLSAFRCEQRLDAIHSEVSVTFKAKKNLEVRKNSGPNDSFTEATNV
# S1P4 antag: S1P4 receptor antagonists, primary screen, cell-based; Sphingosine 1-phosphate receptor 4 (Homo sapiens), O95977; inhibition, % at 4.98 µM; S1P4-expressing cells, antagonist mode, reporter read-out; AID 1510, 2009; 220,000 tested, 0.26% active; in the data active = inhibition above about 29%;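 also: 0% = wells stimulated with agonist and 100% = vehicle wells without agonist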
# Target sequence (O95977 whole entry, looked up): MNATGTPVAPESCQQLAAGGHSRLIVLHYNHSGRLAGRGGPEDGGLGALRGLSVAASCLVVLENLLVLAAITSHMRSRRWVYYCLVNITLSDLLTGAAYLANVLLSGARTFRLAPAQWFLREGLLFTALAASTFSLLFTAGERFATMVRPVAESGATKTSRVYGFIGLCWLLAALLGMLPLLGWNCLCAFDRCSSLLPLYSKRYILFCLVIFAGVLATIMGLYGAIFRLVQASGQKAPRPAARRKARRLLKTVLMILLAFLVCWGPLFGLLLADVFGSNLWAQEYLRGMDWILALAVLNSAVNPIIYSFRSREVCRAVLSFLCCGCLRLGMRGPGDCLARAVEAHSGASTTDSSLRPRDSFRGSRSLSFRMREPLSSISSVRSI
# EP2 mod: EP2 receptor modulators, cAMP readout, primary screen, cell-based, HTRF cAMP, PGE2 stimulation | 260,000 tested, 0.83% active | EP2-expressing cells, cAMP HTRF FRET, PGE2 co-stimulation | Prostaglandin E2 receptor EP2 subtype (Homo sapiens), P43116 | induction, % at 25 µM | AID 940, 2007;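 active = compounds whose cAMP rise, as percent of the full-agonist control response, exceeds 60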;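 also: rat C6 glioma line stably carrying human EP2 under a CMV promoter; the protocol text gives 20 µM as final concentration; 100% = response of wells given 1 µM PGE2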
# Target sequence (P43116 whole entry, looked up): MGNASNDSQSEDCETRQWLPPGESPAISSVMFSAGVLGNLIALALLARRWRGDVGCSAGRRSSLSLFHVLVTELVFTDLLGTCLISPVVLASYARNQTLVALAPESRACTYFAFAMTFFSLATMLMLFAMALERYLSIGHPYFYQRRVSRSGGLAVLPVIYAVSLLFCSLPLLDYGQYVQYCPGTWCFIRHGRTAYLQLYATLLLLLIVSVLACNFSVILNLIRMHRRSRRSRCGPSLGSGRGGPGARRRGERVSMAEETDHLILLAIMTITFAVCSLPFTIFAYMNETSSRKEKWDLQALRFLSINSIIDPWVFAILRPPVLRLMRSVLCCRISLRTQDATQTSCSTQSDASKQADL
# S1P4 ag: S1P4 receptor agonists, primary screen, cell-based | activation, % at 4.98 µM | 220,000 tested, 0.35% active | S1P4-expressing cell line, agonist reporter assay | AID 1509, 2009 | Sphingosine 1-phosphate receptor 4 (Homo sapiens), O95977; in the data active = activation above about 11%;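 also: 0% = DMSO vehicle and 100% = reference agonist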
# TRPN1 ag: zebrafish TRPN1 channel agonists, primary screen, cell-based, HEK293, calcium fluorescence; activation, % at 3 µM; HEK293 zebrafish TRPN1-YFP, Fluo-8 calcium fluorescence; 100% = response to 87 µM carbachol; AID 1424, 2008; 220,000 tested, 0.18% active; transient receptor potential cation channel N1 (TRPN1/NompC), Danio rerio;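 active = activation above its plate's cutoff, the mean activation of test wells on that plate plus 3 SD, cut at about 19% in these data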;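 also: 0% = DMSO alone and 100% = 87 µM carbachol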
#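 Material: zebrafish TRPN1-YFP in HEK293 cells. Doses: one dose of 3 µM, 0.3% DMSO. Incubation: dye 1 h 37 °C plus 30 min RT. Measured by: intracellular calcium fluorescence with Fluo-8.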
# NPY-Y1 antag: NPY-Y1 receptor antagonists, primary screen, cell-based | AID 1040, 2008 | 200,000 tested, 1% active | HEK293-CNG Y1 cells, membrane potential fluorescence; NPY at EC95, then isoproterenol | Neuropeptide Y receptor type 1 (Homo sapiens), P25929 | inhibition, % at 3.6 µM;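 active = inhibition above the campaign mean inhibition of all tested compounds plus 3 SD, cut at about 20% in these data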;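 also: 0% = DMSO wells given NPY plus isoproterenol and 100% = isoproterenol alone without NPY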
#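 Material: HEK293 cells co-expressing NPY Y1 receptor and cyclic-nucleotide gated channel. Timing: compound incubation 1 h at room temperature, readout 45 min post-stimulation. Signal: fluorescence, membrane potential probe.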
# TRPML3 agonist: human TRPML3 channel agonists, primary screen, cell-based, HEK293 TRPML3-YFP, Fluo-8 calcium fluorescence, 3 µM; Mucolipin-3 (Homo sapiens), Q8TDD5; 100% = the carbachol control signal; activation, % at 3 µM; 220,000 tested, 0.29% active;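 active = activation above its plate's cutoff, the mean activation of the plate's test wells plus 3 SD, cut at about 12% in these data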;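 also: 0% = DMSO only wells and 100% = carbachol wells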
#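 Test system: HEK293 cells stably carrying human TRPML3-YFP; Doses: single dose, 3 µM final nominal compound, 0.3% DMSO final; Schedule: dye loading 1 h 37 °C then 30 min ambient, 125 s read; Technique: Fluo-8 calcium fluorescence; Benchmarks: high control carbachol 87 µM, low control DMSO.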
# Active calls of the source: *; . = not tested or not shown; & = joins results of further samples.
SMILES,CHOP inhibitor,NPY1 pot ag,NPY2 pot ag,S1P4 antag,EP2 mod,S1P4 ag,TRPN1 ag,NPY-Y1 antag,TRPML3 agonist
COC(=O)CCn1nc(-c2ccc(C)cc2)c2ccccc2c1=O,26,0,4,7,20,1.1,-2.5,5,-0.3
CN1CCC(=NNC(=O)C(=O)Nc2cccc(Br)c2)CC1,3,10,8,7,-33,0.8,0.7,-1,1.2
Nc1ccccc1OCCOCCOCCOc1ccccc1N,16,-4,-27,0,-7,-1.1,-1.1,4,-0.5
CNS(=O)(=O)c1cccc(C(=O)Nc2cccc(Cl)c2)c1,-2,-11,-13,-23,-18,-4.8,0.2,-2,0.1
Cc1csc(N(C)C(=O)CSc2nnc(COc3ccccc3C)o2)n1,59,-42,-16,-8,-16,1.1,-0.6,12,0.1
CS(=O)(=O)NCc1nnc(SCc2ccccc2C(F)(F)F)o1,8,14,0,-7,-7,1.6,-0.9,10,0.5
CN(Cc1ccccc1)C(=O)COC(=O)c1ccc(Cl)cc1N,9,-18,1,1,-20,-2.4,1.8,-5,1.2
NS(=O)(=O)c1cccc(NC(=O)c2cc(-c3cccs3)nc3ccccc23)c1,24,5,-16,11,-15,-0.5,1.4,.,0.1
Cc1ccc(NC(=O)c2ccc(NS(=O)(=O)c3c(C)noc3C)cc2)cc1C,-13,-14,8,-1,-6,-0.4,0.7,4,-0.5
Nc1nc(SCC(=O)N2CCc3ccccc3C2)[nH]c(=O)c1-c1ccccc1,28,-16,-7,19,4,-0.3,-0.7,0,0.3
O=C(Nc1ccc(Cl)c(C(F)(F)F)c1)C1CCCN(S(=O)(=O)c2cnc[nH]2)C1 (stereo not given),.,15,8,-19,.,2.1,-0.5,-10,0.5
Cc1cccc(C(=O)NN(C)c2nc(-c3ccccc3)nnc2C(F)(F)F)c1,30,15,2,-15,36,-1.1,0.0,-3,-0.6
Cc1cc(CNC(=O)c2cccc([N+](=O)[O-])c2C)c2ccccc2n1,37,11,8,-11,-64,-2.9,5.2,5,3.2
CCOC(=O)c1sc2nc(C)nc(Nc3ccc(OC)cc3)c2c1C,16,-11,-6,-3,-10,1.2,1.5,4,0.1
CN(CCN1CCc2ccccc2C1)Cc1nc(Cc2ccccc2F)no1,8,-1,-31,-9,-17,-1.5,-2.8,16,3.0
Oc1cc2ccccc2cc1-c1n[nH]c(=S)n1Cc1ccco1,3,4,-8,-2,-73&-33,0.9,-1.3,-6,-0.8
COc1ccc(C2C(C(=O)Nc3cccnc3)=C(C)Nc3nc(-c4cccs4)nn32)cc1OC (stereo not given),2,-11,4,1,-1,0.4,0.2,0,0.5
COc1cc2c(cc1OC)CN(C(=O)c1cccc(S(=O)(=O)N(C)C)c1)CC2,1,10,-2,-19,-10,1.3,0.9,.,-0.1
Cn1nnc2c[n+](CC(=O)c3ccc(Cl)cc3)cc(Br)c21,-24,44,32,19,3,-1.1,1.3,.,0.9
COC(=O)CN1C(=O)CC(C)(C)Sc2ccccc21,-12,-27,4,4,20,0.4,-0.2,5,-0.1
CCN(CC)CCNC(=S)Nc1ccc(F)cc1,11,-22,1,5,-29,1.2,0.8,-9,0.6
Cc1ccccc1OCCCN1C(=O)C(=O)c2cccc(C)c21,107*,7,-2,-7,12,5.8,-2.9,1,3.0
COc1ccc(OC)c(-c2cc(C(=O)N3CCc4ccccc4C3)no2)c1,49,-22,-17,-7,-14,1.7,-1.7,15,-0.1
O=C(c1ccc(-c2ccccc2)cc1)C1CCCN(C(=O)c2cncs2)C1 (stereo not given),28,-5,-16,-1,-37,0.7,-0.1,0,0.1
CCOC(=O)c1cnn(-c2ccc(F)cc2)c1N,-3,15,-10,-13,13,0.4,-0.6,-4,0.4
# The list goes on:
SMILES,CHOP inhibitor,NPY1 pot ag,NPY2 pot ag,S1P4 antag,EP2 mod,S1P4 ag,TRPN1 ag,NPY-Y1 antag,TRPML3 agonist
O=C(O)c1ccc(N=Nc2c(O)[nH]c3cc(Cl)ccc23)cc1,-36,10,-27,8,20,-0.8,4.7,.,2.2
Cc1ccccc1N(C(=O)c1csnn1)C(C(=O)NC(C)(C)C)c1ccncc1 (stereo not given),-6,10,5,20,6,0.2,0.8,3,1.2
COc1ccc(N(CC(=O)NCc2ccco2)S(=O)(=O)c2c(C)nn(C)c2C)cc1,18,-10,1,11,8,2.2,6.3,8,-0.1
C(=C\c1nc(-c2ccncc2)no1)/c1ccccc1,-6,-10,-14,-4,12,2.0,1.4,11,1.7
CCOC(=O)c1sc(=NC(=O)c2ccccc2)n(C)c1C,17,22,7,20,-7,-1.4,-0.9,-1,1.0
Cc1ccc(-c2nc3ccccc3c(=O)n2Cc2ccccc2)cc1,-8,-36,-10,2,54,0.9,-2.9,10,-0.9
CNc1oc(Cc2ccccc2)nc1S(=O)(=O)c1ccc(Cl)cc1,58,-12,-9,-6,35,0.4,0.4,6,-0.4
COCC(C)NC(=O)c1cc(-c2ccc(O)cc2)on1 (stereo not given),-12,-4,6,-10,-4,1.1,0.1,1,0.1
O=C(Cn1cnc2c(cnn2-c2ccccc2)c1=O)NCc1ccccc1,.,0,-4,-8,1,-0.2,1.2,-1,0.1
O=S1(=O)C=C(Sc2nc3cc(Cl)ccc3o2)c2ccccc21,.,-21,0,-2,-46,3.1,1.1,2,1.8
CCN(CC)C(=O)COc1ccc(Br)cc1Cl,26,-5,-3,-18,-15,0.0,-1.6,5,1.0
CC(C)(C)C(=O)/C=c1\[nH]c(=O)/c(=C\c2ccccc2F)s1,60,-13,2,4,-35,3.4,-0.6,8,0.8
CCCCOc1ccc(C(=O)Nc2ccc(S(=O)(=O)Nc3cc(C)on3)cc2)cc1OC,-10,14,6,1,-3,0.4,0.5,4,0.6
Cc1nc(N2CCc3ccccc3C2)[nH]c(=O)c1Cc1ccccc1,78*,6,4,-22,23,-0.8,0.5,5,0.7
COc1cccc(/C=N/n2cnc3ccccc32)c1OC,3,-3,-7,-18,-40,2.2,-0.1,1,0.7
COc1cc2cc(CN(Cc3cccs3)C(=S)Nc3ccc(C)cc3)c(=O)[nH]c2cc1OC,7,-55,-8,-5,-8,1.8,-1.2,-9,-0.5
COc1ccccc1NC(=S)N1CCN(C(=O)C2CCCO2)CC1 (stereo not given),8,15,8,1,11,1.7,1.7,-3,1.0
Cc1ccccc1N=C1NN=C(c2ccccc2F)CS1,30,-8,-12,-2,7,-1.3,0.1,4,0.4
CS(=O)(=O)N1CC(C(=O)NC2CC2)Oc2ccc(Cl)cc21 (stereo not given),0,5,12,-10,-8,-2.2,1.1,0,0.6
C=CCN1N=C(/C=C/c2ccc(C)cc2)CCC1=O,15,-9,1,-15,-3,1.5,-0.5,8,0.5
CC(=O)c1ccc(NC(=O)c2cnsn2)cc1,-3,7,-4,3,12,1.1,0.6,-7,0.2
COc1ccc(C2SCCN2S(=O)(=O)c2ccc(NC(C)=O)cc2)cc1 (stereo not given),27,-8,3,-3,-57&-22,0.3,0.3,-1,1.3
O=C(CSC(=S)N1CCOCC1)c1ccccc1,16,-5,-6,-4,9,-0.5,0.3,3,0.4
CCn1c(=O)c2cc(S(=O)(=O)NCCOc3ccccc3)ccc2n(CC)c1=O,10,-30,-16,-3,7,2.5,-1.0,16,-0.6
Cn1nnnc1SCc1ccc(C(=O)Nc2ccc(Br)cc2)cc1,34,2,6,-12,-47,0.5,7.2,-5,3.3

# Three entries out of the list, ordered by number of heavy atoms, smallest number first.
SMILES,CHOP inhibitor,NPY1 pot ag,NPY2 pot ag,S1P4 antag,EP2 mod,S1P4 ag,TRPN1 ag,NPY-Y1 antag,TRPML3 agonist
COc1ccc(N(CC(=O)NCc2ccco2)S(=O)(=O)c2c(C)nn(C)c2C)cc1,18,-10,1,11,8,2.2,6.3,8,-0.1
CCCCOc1ccc(C(=O)Nc2ccc(S(=O)(=O)Nc3cc(C)on3)cc2)cc1OC,-10,14,6,1,-3,0.4,0.5,4,0.6
COc1cc2cc(CN(Cc3cccs3)C(=S)Nc3ccc(C)cc3)c(=O)[nH]c2cc1OC,7,-55,-8,-5,-8,1.8,-1.2,-9,-0.5

# Back to the main list; the seven compounds before the break are reprinted first.
SMILES,CHOP inhibitor,NPY1 pot ag,NPY2 pot ag,S1P4 antag,EP2 mod,S1P4 ag,TRPN1 ag,NPY-Y1 antag,TRPML3 agonist
CS(=O)(=O)N1CC(C(=O)NC2CC2)Oc2ccc(Cl)cc21 (stereo not given),0,5,12,-10,-8,-2.2,1.1,0,0.6
C=CCN1N=C(/C=C/c2ccc(C)cc2)CCC1=O,15,-9,1,-15,-3,1.5,-0.5,8,0.5
CC(=O)c1ccc(NC(=O)c2cnsn2)cc1,-3,7,-4,3,12,1.1,0.6,-7,0.2
COc1ccc(C2SCCN2S(=O)(=O)c2ccc(NC(C)=O)cc2)cc1 (stereo not given),27,-8,3,-3,-57&-22,0.3,0.3,-1,1.3
O=C(CSC(=S)N1CCOCC1)c1ccccc1,16,-5,-6,-4,9,-0.5,0.3,3,0.4
CCn1c(=O)c2cc(S(=O)(=O)NCCOc3ccccc3)ccc2n(CC)c1=O,10,-30,-16,-3,7,2.5,-1.0,16,-0.6
Cn1nnnc1SCc1ccc(C(=O)Nc2ccc(Br)cc2)cc1,34,2,6,-12,-47,0.5,7.2,-5,3.3
Cc1cc(OCCCCCNCCO)ccc1Cl,28,-15,-13,13,-5,-2.3,2.9,9,0.4
Cn1cc(CN2CCC(C(O)c3cccs3)CC2)c(-c2cccc(Cl)c2)n1 (stereo not given),34,-28,-4,12,-33,1.7,3.7,5,2.1
C=C(C)c1cccc(C(C)(C)NC(=O)NC2CCCC2)c1,22,8,2,-52,-26,-0.8,-1.7,0,-0.2
O=c1[nH]c(NCc2ccco2)nnc1Cc1ccccc1Cl,10,-1,-7,2,8,0.7,1.9,6,0.8
CN(Cc1ccccc1)C(=C(Cl)Cl)C(=C1NCCN1)[N+](=O)[O-],45,5,6,-13,26,1.1,0.6,5,1.4
O=c1cc(CCl)[nH]c2nc3ccccc3n12,-15,-13,-16,3,-6,0.0,-0.4,.,0.5
O=C(CCc1ccccc1)NCCSCc1c(F)cccc1Cl,-4,-34,-1,-7,-30,2.6,-2.5,3,-0.8

# Whole records from above. Order of screens: CHOP inhibitor, NPY1 pot ag, NPY2 pot ag, S1P4 antag, EP2 mod, S1P4 ag, TRPN1 ag, NPY-Y1 antag, TRPML3 agonist
# Entry for `Cn1cc(CN2CCC(C(O)c3cccs3)CC2)c(-c2cccc(Cl)c2)n1` (stereo not given) = 34, -28, -4, 12, -33, 1.7, 3.7, 5, 2.1
# Entry for `O=c1[nH]c(NCc2ccco2)nnc1Cc1ccccc1Cl` = 10, -1, -7, 2, 8, 0.7, 1.9, 6, 0.8
